# UDG counter = blocks uracil-DNA glycosylase in AID counter-screen; FRET deamination/UDG coupled assay, UDG read, 4 h; Potency, µM (series often up to 115 µM), for the others: at the top dose activity change, negative = inhibition, hits mostly inhibitors; hit rate 0.14% among 91,000; AID 1347430; note: nearly all actives have a fitted effect of over 65% in size
# AID inhibitor = inhibitors of human activation induced cytidine deaminase | Q9GZX7 | AID deamination FRET fluorescence, UDG-coupled, 4 h | Potency, µM (highest dose often 115 µM), inactives show at the top dose activity change, negative = inhibition, hits mostly inhibitors | hit rate 0.32% among 91,000; note: nearly all actives have a fitted effect of over 25% in size
# Target sequence (Q9GZX7 whole entry, looked up): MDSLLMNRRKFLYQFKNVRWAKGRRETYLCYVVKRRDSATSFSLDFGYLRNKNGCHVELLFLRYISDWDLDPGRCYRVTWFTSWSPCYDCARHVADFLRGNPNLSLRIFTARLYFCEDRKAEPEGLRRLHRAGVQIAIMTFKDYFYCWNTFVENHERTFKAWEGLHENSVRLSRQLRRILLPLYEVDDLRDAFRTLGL
# The depositor's hits bear a star; ? = inconclusive; & = joins results of further samples; [ ] = dose if it differs, or a comment. Calls come from the whole dose curve; as a rule, active = well fitted curve in the direction sought with a large enough effect; inconclusive = small, poorly fitted or top-dose-only effect, or another doubt; inactive = no such curve, though single readings can be large; an effect the other way counts as inactive or inconclusive. % is set by controls: 0 for no effect and ±100 for the full control effect; potency is the fitted concentration of half-maximal effect. This is a subset. The share of hits here may be higher or lower than overall.
# Order of values – UDG counter | AID inhibitor
CCN(CC)c1nn2c(=O)c(C(=O)NCCc3cccc(C)c3)cnc2s1
  -2% | ?
CC(C)NC(=O)CON=C1c2ccccc2-c2ccccc21
  -5% | -11%
CCN(CC)S(=O)(=O)c1ccc2c(c1)N(CC(=O)Nc1ccc(F)cc1)C(=O)CO2
  1% | -1%
CC(=O)Nc1ccc(S(=O)(=O)N2CCC(c3nnc(-c4ccc(C)cc4)o3)CC2)cc1
  ? | ?
Cc1ccc(-c2nc(CCNC(=O)C(=O)Nc3ccc(C)c(Cl)c3)cs2)cc1
  8%[57.5 µM] | 0%
CCCCNS(=O)(=O)c1ccc2nc(-c3cccnc3)cc(C(=O)NCCCOCC)c2c1
  14% | 26%
CCC1CN(C(=O)N2CCC(C(=O)NCCCc3ccccc3)CC2)c2cc(C)ccc2O1 (configuration not stated)
  -1%[57.5 µM] | ?
CCC1CCc2nc3sc(C(=O)Nc4ccc(C)cc4)c(N)c3cc2C1 (configuration not stated)
  -1% | 8%
O=C(Nc1cc(F)ccc1F)c1cc(C2CC2)nn1-c1ccccc1
  -6% | -5%
CCc1ccc(/C(C)=N/NC(=O)c2csc(CC)c2)cc1
  -16% | -4%
COc1ccccc1N1CCN(C(=O)CN2C(=O)COc3ccc(S(=O)(=O)N4CCCC4)cc32)CC1
  10% | 19%
Cc1ccc(-n2nc(C(=O)N3CCN(c4ccccc4F)CC3)c3c4ccccc4n(C)c3c2=O)cc1
  -8% | -1%
COC(=O)C1=C(C)NC(=O)C1(NC(=O)c1ccco1)C(F)(F)F (configuration not stated)
  -8% | 2%
CCCNS(=O)(=O)c1cc(-c2nn3c(C)nnc3c3ccccc23)ccc1C
  -8% | 23%
Cc1cc(C)cc(N2C(=O)CS(=O)(=O)C23C(=O)N(Cc2ccccc2)c2ccccc23)c1 (configuration not stated)
  1% | 12%
Cc1cccc(OCC(=O)Nc2cccc(OCc3cc(=O)n4cccc(C)c4n3)c2)c1
  ? | 0%
Cc1ccc2cccc(NC(=O)c3cccc4ccccc34)c2n1
  2%&3% | 34%&70%[activator]
FC(F)(F)c1cccc(-n2nnnc2C2(N3CCOCC3)CCCC2)c1
  89µM* | -15%
COC(=O)c1cccc(COC(=O)C23CC4CC(CC(O)(C4)C2)C3)c1
  5% | 1%
CN1C(=O)c2ccccc2Sc2ccc(NC(=O)COc3ccccc3)cc21
  6% | -17%
Cc1nn2c(=O)cc(CSc3ccccc3NC(=O)c3ccco3)nc2s1
  3% | 4%
Cc1nc2ncnn2c(C)c1CCC(=O)N1CCN(c2ccc(F)cc2)CC1
  -4% | 7%
COc1ccc(NC(=O)C(C)Oc2cccc(C)c2C)c2cccnc12 (configuration not stated)
  0% | -4%
COc1ccc(-c2nnc3c4ccccc4c(-c4ccccc4)nn23)cc1
  -5% | 10%
O=C(Nc1ccc(C(=O)N2CCN(c3ccccc3)CC2)cc1)c1nsc2ccccc12
  -12% | -12%
Cc1ccc(-c2nn(CC(O)COCc3ccccc3)c(=O)c3ccccc23)cc1 (configuration not stated)
  -7% | -18%
CCCCn1c(SCC(=O)c2ccccc2)nc2c1c(=O)[nH]c(=O)n2C
  -3% | -2%
Cc1ccc(NC(=O)C(CC(C)C)NS(=O)(=O)c2ccc3c(c2)oc(=O)n3C)c(C)c1 (configuration not stated)
  -5% | -11%
COc1ccc(OCC(=O)N2CCN(C(=O)c3cccc(OC)c3)CC2)cc1
  27% | 27%
Cc1ccc(S(=O)(=O)C(CNC(=O)C(=O)NCc2ccc(Cl)cc2)c2ccco2)cc1 (configuration not stated)
  ? | 0%
CC(C(=O)NC(c1ccccc1)c1ccccc1)n1nc(C(=O)O)c2ccccc2c1=O (configuration not stated)
  -12% | 5%
CCC(C)c1ccc(OC(C)C(N)=O)cc1 (configuration not stated)
  0% | -8%
COc1ccc2[nH]c(=O)c(CN(C)S(=O)(=O)c3ccccc3)cc2c1
  4% | 4%
O=C(NNC(=O)C1CCCCC1)c1ccc(F)cc1Cl
  8% | 10%
CN(C)S(=O)(=O)N(CC(=O)NC1CCCC1)c1ccccc1
  -2% | 3%
COc1ccc(C(=O)Oc2ccccc2Cl)cc1Br
  0% | -3%
COc1ccc(-n2c(=O)c3ccc(C(=O)NCc4ccc(C)cc4)cc3n(CC(=O)Nc3ccc(C)cc3)c2=O)cc1
  -10% | -16%
CCCCOc1ccc(NC(=O)Cc2ccc(OC)cc2)c2cccnc12
  -2% | 4%
COc1cccc(CNC(=O)C2CCCCN2S(=O)(=O)c2ccc(F)cc2)c1 (configuration not stated)
  ? | -7%
Cc1nn(C)c2c1c(C(F)(F)F)cc(=O)n2C(C)C(=O)NCc1ccc(Cl)cc1 (configuration not stated)
  -9% | 0%
COc1ccc(NC(=O)CC#N)c(C)c1
  0% | 0%
CCOC(=O)c1c(NC(=O)COc2ccc(CC)cc2)sc2c1CCCC2
  -7% | ?
COc1ccc(N2CCN(S(=O)(=O)CCNC(=O)c3ccc(C(F)(F)F)cc3)CC2)cc1
  -9% | 21%
CCN1C(=O)C(=O)N(Cc2coc(-c3ccc(C)cc3C)n2)C1=O
  -5% | -3%
CC(C)(C)c1noc(CSc2cc(C(N)=O)c3ccccc3n2)n1
  -8% | -3%
CCCC(=O)Nc1cc(-c2ccccc2OC)[nH]n1
  -7% | -3%
COc1ccc2cc([C@H](C)C(=O)NCCc3cccs3)ccc2c1
  -10% | -12%
Cc1cccc(C(=O)NCCc2nc3ccccc3n2CCC(C)C)c1
  -30% | ?
O=C(c1cccc(Br)c1)N(Cc1ccc2cc[nH]c2c1)C1CC1
  -4% | -3%
O=C(CCC(=O)c1ccc(F)cc1)OCc1ccc([N+](=O)[O-])cc1
  -3% | -7%
COc1cc(CN(C(=O)c2ccc(OC(C)C)cc2)c2ccccn2)cc(OC)c1OC
  ? | 3%
O=C(CC1CCCCC1)NCc1cccnc1
  0% | 3%
Cn1cc(-c2cc3n(n2)CCC(=O)N3CCCC(=O)NCc2ccccc2Cl)c2ccccc21
  -10% | 9%
COc1ccc(C2C3=C(CC(C)(C)CC3=O)Nc3ccccc3N2C(=O)C(C)C)c(OC)c1 (configuration not stated)
  -7% | -3%
CCc1nn(-c2ccccc2)c2nc(-c3ccc(O)cc3)c3cc(OC)c(OC)cc3c12
  0% | 19%
CCCc1nn2c(=O)cc(COC(=O)CNC(=O)COc3ccc(C)cc3)nc2s1
  7% | -6%
Cc1ccc(C(=O)Nc2cccc(-c3nc4ccccc4o3)c2)c(Cl)c1
  -4% | 23%
CSc1ccc(CNCc2c(C(=O)O)c(C)n(Cc3ccc(F)cc3Cl)c2C)cc1
  5% | -14%
CCOC(=O)CCc1c(C)nc2c(c(C)nn2-c2ccc(C)cc2)c1C
  -8% | 5%
Cc1cc(C)cc(NS(=O)(=O)c2c(C)nc3scc(C)n3c2=O)c1
  52%[activator] | 8%

# 2 entries from above in another layout:
O=C(c1cccc(Br)c1)N(Cc1ccc2cc[nH]c2c1)C1CC1
- UDG counter = -4%
- AID inhibitor = -3%

CCCCOc1ccc(NC(=O)Cc2ccc(OC)cc2)c2cccnc12
- UDG counter = -2%
- AID inhibitor = 4%

# Next structures follow:
# Order of values – UDG counter | AID inhibitor
Cc1ccc(CNC(=O)c2cccc(NC(=O)N3CCSc4ncccc43)c2)cc1
  -3% | -19%
O=C(c1cc(-c2ccc(Br)cc2)n[nH]1)N1CCN(S(=O)(=O)c2ccc(Br)cc2)CC1
  3% | 3%
CC(C)n1nc(C(=O)NCc2cccc(Cl)c2)c2ccccc2c1=O
  -10% | -15%
O=C(Nc1cccc2cnccc12)c1cccc(S(=O)(=O)N2CCCC2)c1
  -11% | -4%
CC1(c2ccccc2)CC(C)(C)N(C(=O)c2cccc(Cl)c2)c2ccccc21 (configuration not stated)
  -11% | -22%
Cc1ccc(C(=O)N2CCn3c4c(c5cc(C)ccc53)CCCC42)cc1 (configuration not stated)
  -5% | ?
CCOc1ccc(CCNC(=O)CN2CCN(Cc3ccc(F)cc3Cl)C2=O)cc1OCC
  -8% | -16%
O=C(NCCc1ccc2c(c1)OCCO2)c1ccc(NC(=O)c2cccs2)cc1
  -18% | 7%
COc1cc(-c2c(NC(=O)c3cccc([N+](=O)[O-])c3)oc3ccccc3c2=O)cc(OC)c1OC
  -14% | -11%
COC(=O)CC1c2cc(OC)c(OC)cc2CCN1Cc1nc(C(C)C)no1 (configuration not stated)
  -6% | 17%
O=C1CCSC2(C(=O)N(Cc3ccccc3)c3ccccc32)N1c1ccccc1 (configuration not stated)
  63%[activator] | ?
O=C(Nc1cccc(Cl)c1Cl)c1ccc2c(c1)N(Cc1cccc(Cl)c1)C(=O)c1ccccc1S2=O (configuration not stated)
  6% | 1%
Cc1cccc(NC(=O)Cn2c(=O)n(CCc3ccccc3)c(=O)c3sc4ccccc4c32)c1
  -3% | 6%
CC1(C)CS(=O)(=O)N(c2ccc(C(=O)Nc3ccc4c(c3)OCCO4)cc2)C1=O
  -8% | -5%
O=C(CSc1nc(-c2ccccc2F)nc2cc(=O)[nH]n12)Nc1cccc(C(F)(F)F)c1
  0% | -5%
O=C(Nc1ccccc1)c1cc2ccc(O)cc2oc1=O
  -6% | 3%
O=C(O)c1ccc(NC(=O)c2cc3ccccc3o2)cc1
  -13% | -4%
Cn1nc(-c2ccc(C(=O)NC3CCCCC3)cc2)c2ccccc2c1=O
  -9% | -20%
CCC(CC)C(=O)Nc1ccc(C)c(C)c1
  -12% | -3%
CCc1ccc(NS(=O)(=O)c2ccc3[nH]cc(C(=O)NCCCOC(C)C)c(=O)c3c2)cc1
  3%[57.5 µM] | 16%
Cn1c(=O)c2c(nc(N3CCN(C(=O)Cc4ccccc4)CC3)n2Cc2ccccc2)n(C)c1=O
  -6% | -5%
CCc1ccc(NC(=O)CCn2cnc3c2c(=O)n(C)c(=O)n3C)cc1
  -6% | -6%
CN1C(=O)c2ccccc2Sc2ccc(NC(=O)N3CCN(c4ccc(F)cc4)CC3)cc21
  ? | ?
CC(C)C[C@@H](NC(=O)Nc1cccc(Cl)c1)C(=O)O
  -7% | 3%
COc1ccc2c(CNC3CCC(C)CC3)c(C(=O)O)n(Cc3ccc(F)cc3)c2c1 (configuration not stated)
  10% | 5%
CCOC(=O)c1ccc(NC(=O)CSc2nnc(-c3ccncc3)n2-c2ccccc2)cc1
  -12% | 13%
CCN(CC)CCCNc1oc(-c2ccc(OC)cc2)nc1C#N
  -3%&-6% | -1%&1%
CC1CCc2nc3ccc4ccccc4c3c(-c3ccccc3O)c2C1 (configuration not stated)
  -4% | -2%
COc1cc(CC(=O)Nc2ccccc2-c2ccccc2)cc(OC)c1OC
  -12% | -5%
CCC(C(=O)Nc1sc(C)c(C)c1C#N)c1ccccc1 (configuration not stated)
  5% | 17%
CC(C)Cn1nc(C(=O)N(C)c2cccc(C#N)c2)c2ccccc2c1=O
  -1% | -3%
CCOC(=O)c1cc(-c2ccc(C)cc2)n(CCC(=O)Nc2ccc(OC)c(OC)c2)c1C
  -27% | ?
Cc1ccc(CNc2cc(C)nc3nc(-c4cccc(C)c4)nn23)cc1
  3% | 89%[activator]
CCOC(=O)c1c(C)[nH]c(C)c1S(=O)(=O)N(C)CC(=O)NCc1cccc(Br)c1
  0% | 11%
O=c1c(O)c(-c2ccc(O)c(O)c2)oc2cc(O)cc(O)c12
  4% | -2%
O=C(CCCOC(=O)c1ccc([N+](=O)[O-])cc1)c1ccc(F)cc1
  -10% | -7%
CCN(CC)Cc1ccccc1CNC(=O)c1cc2cccc(OC)c2oc1=O
  7% | -3%
Cc1nnc(N2CCC(C(=O)NCCc3ccccc3)CC2)c2nn(-c3ccccc3)c(C)c12
  -27% | -4%
CCOCCCNC(=O)c1cc(Sc2cccc(Cl)c2)nc2ccccc12
  -6% | 1%
O=C(c1ccc(F)cc1)c1cn(Cc2ccccc2F)c2cc3c(cc2c1=O)OCCO3
  -6% | -20%
CCOc1ccc(C(C)=O)cc1COC(=O)/C(=C\c1ccccc1)NC(C)=O
  1% | -2%
COCc1ccc(C(=O)OCc2cc3ccccc3o2)cc1
  -4% | -9%
COc1ccc(CCNC(=O)C2CCCN(S(C)(=O)=O)C2)cc1 (configuration not stated)
  4% | 1%
O=C(/C=C/c1cccc2c1OCCCO2)c1cccnc1
  0% | -4%
Cc1cccc(Oc2ccc(S(=O)(=O)N3CCCCC3)cc2NC(=O)c2cnc(C)cn2)c1
  -2% | -7%
Cc1nc2cc(F)ccc2cc1C(=O)N(C)CC(C)C
  1% | -9%
Cc1ccc(N2C(=O)c3[nH]nc(-c4ccc(Cl)cc4)c3C2c2ccc(F)cc2)cc1 (configuration not stated)
  -13% | ?
COc1ccccc1CNC(=O)c1ccc2nc(CCc3ccccc3)oc2c1
  -17% | -5%
Cc1cc(NC(=O)CSc2nnc3c(Cl)cc(C(F)(F)F)cn23)no1
  0% | 7%

# Five records picked at random from the list so far:
# Order of values – UDG counter | AID inhibitor
COc1ccc(-n2c(=O)c3ccc(C(=O)NCc4ccc(C)cc4)cc3n(CC(=O)Nc3ccc(C)cc3)c2=O)cc1
  -10% | -16%
Cc1cccc(OCC(=O)Nc2cccc(OCc3cc(=O)n4cccc(C)c4n3)c2)c1
  ? | 0%
CC(C)(C)c1noc(CSc2cc(C(N)=O)c3ccccc3n2)n1
  -8% | -3%
COc1cc(CN(C(=O)c2ccc(OC(C)C)cc2)c2ccccn2)cc(OC)c1OC
  ? | 3%
CCCCNS(=O)(=O)c1ccc2nc(-c3cccnc3)cc(C(=O)NCCCOCC)c2c1
  14% | 26%
